CAL PDZ FP-1: CAL PDZ peptide-binding inhibitors, primary screen, biochemical, fluorescence polarization, Cer-tagged CAL PDZ, HTS. Golgi-associated PDZ and coiled-coil motif-containing protein (Homo sapiens), Q9HD26. purified CAL PDZ, TMR-peptide fluorescence polarization, 1 h. inhibition, % at 20 µM. hit rate 0.02% among 330,000. AID 504414, 2011;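 active = highest replicate inhibition of at least 40%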;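 note: plate controls were DMSO neutral control wells for no effect and unlabeled competitor peptide control wells for full effect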
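Material: tagged CAL PDZ protein CerCALP, purified; buffer or medium: sodium phosphate/NaCl buffer pH 7.4 with TCEP, IgG, Thesit; also added: fluorescent TMR peptide probe; schedule: 1 h incubation at room temperature before polarization reading; technique: fluorescence polarization from S- and P-plane intensities, G-factor corrected; control set: unlabelled peptide and DMSO controls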
MITF act: activators of MITF-driven TRPM1 promoter reporter, primary screen, cell-based, SK-MEL-5, luciferase, single point. SK-MEL-5 TRPM1-promoter luciferase, 24 h; % of positive control, neutral wells = 0. activation, % at 12.5 µM. hit rate 0.75% among 300,000. AID 588334, 2011;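 active = mean activation of at least 80% with every replicate also reaching 80%; inconclusive = mean reaches 80% but some replicate falls short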;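 note: 0% = neutral control wells and 100% = parthenolide positive control wells; values of inactives mirror those of a sister screen read the other way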
phage Ecoli inh: growth loss of phage-infected E. coli, primary screen, RecBCD inhibitor project, absorbance, with phage, HTS | hit rate 0.26% among 360,000 | inhibition, % at 11.9 µM; in the data active = inhibition above about 11%
CAL PDZ FP-2: untagged CAL PDZ binding inhibitors, primary screen, biochemical, fluorescence polarization, HTS | purified CAL PDZ, TMR-peptide fluorescence polarization, 1 h | AID 602252, 2012 | inhibition, % at 24.9 µM | Golgi-associated PDZ and coiled-coil motif-containing protein (Homo sapiens), Q9HD26 | hit rate 0.92% among 300,000;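 active = mean inhibition of at least 30% with at least half of replicates also reaching 30%; inconclusive = no clear call, values can overlap the other calls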;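 note: 0% = DMSO neutral control and 100% = excess unlabeled competitor peptide PRC23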
SR-BI DiI-HDL act: activators of SR-BI mediated DiI-HDL uptake, primary screen, ldlA[mSR-BI] CHO cells, DiI fluorescence; hit rate 0.096% among 320,000; 3 h; 100 = double the neutral-control signal; activation, % at 12.5 µM;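 active = mean replicate activation of at least 60% and every replicate at or above 60%; inconclusive = mean or all-replicate condition met, but not both; inactive = mean below 60% and not all replicates reaching 60%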;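 note: 0% = median plate neutral-control signal and 100% = twice that signal; values of inactives mirror those of a sister screen read the other way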
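Material: SR-BI-overexpressing, LDLR-lacking CHO cells; schedule: compound exposure 3 h, 37 °C; reagent: DiI-labelled HDL at 10 µg/mL final; technique: bottom-read fluorescence, 550/595 nm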
SR-BI DiI inh: inhibitors of SR-BI mediated HDL lipid uptake, primary screen, ldlA[mSR-BI] cells, fluorescence, single point; hit rate 0.96% among 320,000; Scavenger receptor class B member 1 (Mus musculus), Q61009; inhibition, % at 12.5 µM; AID 488896, 2010; ldlA[mSR-BI] CHO cells, DiI-HDL uptake fluorescence, 3 h;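 active = mean replicate inhibition of at least 70% and a set share of replicates each scoring 70 or more; inconclusive = meets just one of the two criteria; inactive = fails both criteria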;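 note: 0% = median of neutral control wells and 100% = median of positive control wells; values of inactives mirror those of a sister screen read the other way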
Target sequence (Q61009 whole entry, looked up): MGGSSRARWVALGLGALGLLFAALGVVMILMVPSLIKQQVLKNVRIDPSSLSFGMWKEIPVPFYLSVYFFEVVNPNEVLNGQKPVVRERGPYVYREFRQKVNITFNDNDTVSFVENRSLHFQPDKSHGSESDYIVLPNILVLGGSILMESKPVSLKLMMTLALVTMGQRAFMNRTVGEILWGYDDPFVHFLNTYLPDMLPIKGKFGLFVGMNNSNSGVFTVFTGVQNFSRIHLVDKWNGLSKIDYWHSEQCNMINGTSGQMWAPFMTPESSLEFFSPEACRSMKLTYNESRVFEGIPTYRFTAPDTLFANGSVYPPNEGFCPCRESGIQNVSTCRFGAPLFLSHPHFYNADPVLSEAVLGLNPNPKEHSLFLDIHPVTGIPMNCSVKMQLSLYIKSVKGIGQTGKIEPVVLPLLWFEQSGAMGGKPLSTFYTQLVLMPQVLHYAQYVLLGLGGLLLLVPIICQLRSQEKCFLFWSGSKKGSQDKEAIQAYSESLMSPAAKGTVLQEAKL
Wnt act: Wnt/beta-catenin pathway activators, primary screen, cell-based, plate reader, single point; hit rate 1.2% among 300,000; AID 743398, 2014; Wnt/beta-catenin reporter cell assay, activator; activation, % at 9.35 µM; in the data active = activation above about 30%, passing the limit was not always enough; inconclusive = no clear call, values can overlap the other calls;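 note: 0% = neutral control wells and 100% = positive control wells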
Tat transport: E. coli Tat export inhibitors, primary screen, MC4100, TorA-mCherry reporter, fluorescence, single point; hit rate 0.036% among 340,000; inhibition, % at 10 µM;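 active = mean replicate inhibition at least 50% and at least half of replicates individually reaching 50%; inconclusive = only one of the two criteria met; inactive = neither criterion met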;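 note: exported cargo escapes ClpAP degradation while cytoplasmic cargo is degraded and loses fluorescence; 0% = median of neutral control wells and 100% = median of NaSCN control wells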
AddAB inh: growth inhibition of E. coli expressing H. pylori AddAB, primary screen, AddAB inhibitor project, absorbance; inhibition, % at 11.9 µM; hit rate 0.29% among 330,000; in the data active = inhibition above about 12%;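 note: 0% = vehicle wells of infected cells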
Ecoli viability: E. coli V3065 growth inhibition, primary screen, counter-screen for AddAB inhibitor project, absorbance, OD600; 18 h; AID 449728, 2010; hit rate 0.27% among 330,000; inhibition, % at 11.9 µM;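 active = inhibition above the campaign's mean inhibition across all tested compounds plus 3 SD, cut at about 9.9% in these data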;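 note: uninfected addAB+ strain grown without phage in ampicillin broth; 0% = DMSO wells and 100% = ciprofloxacin 0.95 µg/ml wells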
* = called active by the depositor; ? = inconclusive; . = not tested or not shown.

SMILES	CAL PDZ FP-1	MITF act	phage Ecoli inh	CAL PDZ FP-2	SR-BI DiI-HDL act	SR-BI DiI inh	Wnt act	Tat transport	AddAB inh	Ecoli viability
COc1ccc(CNC(=O)C2CCN(S(=O)(=O)c3c(C)n[nH]c3C)CC2)cc1	-0.6	13.7	1.0	-1.4	39.2	-39.2	-1.4	1.3	6.6	1.0
O=C1CC2(CCN(C(=O)c3ccccc3Cl)CC2)Oc2ccccc21	-1.7	-11.1	4.3	-0.7	1.4	-1.4	-2.8	0.4	-0.7	1.0
COc1ccc(-n2nc(C(=O)O)c3ccccc3c2=O)c(OC)c1	-2.4	0.3	0.9	-3.4	17.0	-17.0	-3.3	8.2	2.8	2.5
CCOCCCN(C)C1CCN(C(=O)c2oc3ccccc3c2NC(=O)Cc2ccc(F)cc2)CC1	0.4	8.0	1.7	7.2	-1.3	1.3	-0.5	-1.5	2.7	-2.2
COc1ccc(S(=O)(=O)Nc2ccc3c(c2)OCO3)cc1Cl	-0.4	0.5	1.0	-0.8	-1.5	1.5	.	21.5	0.5	0.4
CN(c1ccccc1)c1cc(Br)nc(Br)c1	-0.6	-4.3	3.5	-7.3	-7.1	7.1	-0.9	6.8	3.4	0.7
CCn1c(-c2ccccc2O)n[nH]c1=S	-1.5	-3.8	4.0	0.9	29.0	-29.0	.	-4.0	0.9	-0.1
O=C(CSc1nnc(-c2ccccc2)n1Cc1ccco1)Nc1ccc2c(c1)OCCO2	-0.5	-1.4	1.9	.	2.8	-2.8	.	-5.1	0.2	1.5
CC1=NN(C(C#N)c2ccccc2O)C(C)(C)C1 (centres undefined)	-1.7	-7.6	-0.8	-2.7	11.0	-11.0	10.1	-11.5	4.5	0.1
Cc1ccc(-c2onc3ccc(C4(C)OCCO4)cc23)cc1	-1.9	-2.8	1.9	-1.5	-36.2	36.2	27.7	30.0	2.4	-0.6
CC(C)(C)OC(=O)C[C@@H]1C/C=C\C[C@H](CC(=O)N(CCO)Cc2ccccc2)C(=O)N2CCC[C@@H]2COC1=O	-1.0	4.0	-0.2	-0.5	-6.3	6.3	-0.4	9.8	1.1	-1.5
COc1ccccc1/C=N/N1CCN(Cc2ccccc2Cl)CC1	-1.0	-2.4	0.5	.	-4.8	4.8	0.7	-2.2	-2.2	-0.7
O=C(Nc1cccc(-c2nnc(-c3ccco3)o2)c1)C(c1ccccc1)c1ccccc1	-5.0	19.4	3.4	-0.3	-18.8	18.8	-8.9	2.8	1.6	-2.2
Cc1ccc(CCNC(=O)C2=CCN(S(=O)(=O)c3ccccc3)CC2)cc1	-2.8	-6.8	2.1	-3.5	-31.0	31.0	1.7	9.9	2.2	-2.2
O=C(OCC(=O)C12CC3CC(CC(C3)C1)C2)c1ccccn1	-1.0	-3.7	-0.2	-7.0	.	-9.6	1.0	-1.9	2.5	-1.0
Cc1ccc(N2C(=O)[C@@H]3[C@H](C2=O)[C@H]2C=CC=NN2[C@@H]3C(=O)Nc2ccccc2)cc1	-4.7	-6.7	-4.5	-3.8	-14.3	14.3	8.6	-2.3	-2.5	-4.7
Cc1nc(NC(=O)/C=C/c2ccc(C(C)(C)C)cc2)sc1C(=O)N(C)C	-4.0	-7.8	2.8	2.5	4.3	-4.3	-1.4	-0.6	5.1	1.5
COCCN(Cc1cc2cc(C)ccc2n2nnnc12)C(=S)Nc1ccc(C)cc1	-2.7	8.6	2.5	-1.1	-16.4	16.4	-0.7	-2.3	1.0	4.5
COC(=O)C1CCN(C(=O)c2sc3nc(-c4ccccc4)cn3c2C)CC1	-0.6	.	2.9	-6.1	15.6	-15.6	.	0.0	-0.3	1.4
CCC(CC)c1nnc(NC(=O)c2cc(C(=O)OC)cc([N+](=O)[O-])c2)s1	-1.7	7.3	2.4	-0.6	-25.3	25.3	0.8	-4.0	1.7	1.4
CC1(C)CC(=O)C(C=NCCN2CCN(C3CC(=O)N(c4ccc(F)cc4)C3=O)CC2)=C(O)C1 (centres undefined)	2.1	-0.9	1.2	-2.8	16.9	-16.9	0.8	1.2	4.5	-1.0
COc1ccc(-c2c3c([nH]c(=S)c2C#N)CCC3)cc1	-1.4	-9.6	1.6	-1.5	11.4	-11.4	-2.1	-2.1	.	.
COc1ccccc1/C=C/C(=O)NCC(=O)N=Nc1c(O)[nH]c2ccccc12	-2.5	9.9	4.6	-3.5	-24.9	24.9	-0.6	6.6	4.2	3.0
Cc1ccc(S(=O)(=O)CCC(=O)OCC(=O)NNC(=O)c2ccc([N+](=O)[O-])cc2)cc1	-0.1	1.0	0.4	-0.1	16.4	-16.4	-3.6	5.8	0.6	1.2
COc1ccccc1-c1ccc(SCC(=O)N2CCOCC2)nn1	0.0	15.2	-0.1	-5.3	-12.2	12.2	-1.0	-5.2	1.7	1.8

(listing goes on)
SMILES	CAL PDZ FP-1	MITF act	phage Ecoli inh	CAL PDZ FP-2	SR-BI DiI-HDL act	SR-BI DiI inh	Wnt act	Tat transport	AddAB inh	Ecoli viability
COC(=O)[C@@]12CCCN1[C@H](c1ccc(-c3ccc(OC)cc3)cc1)[C@@H]1C(=O)N(C)C(=O)[C@@H]12	-1.0	-1.9	0.9	-2.4	-10.5	10.5	-8.2	5.8	-0.2	-2.1
COc1ccc(-c2cnc3n2CCCCC3)cc1	-2.5	.	3.9	.	8.8	-8.8	-0.8	4.5	0.1	3.8
Cc1c(Br)c([N+](=O)[O-])nn1CCCC(=O)N1CCN(c2ccccc2)CC1	-0.5	8.2	3.5	-2.5	-29.8	29.8	-6.8	-1.8	2.1	0.3
COc1ccc(OCC(O)CN(CCO)CC(O)Cn2ccc3ccccc32)cc1 (centres undefined)	-1.3	13.8	3.8	-2.5	-29.5	29.5	-2.0	-0.5	0.0	0.1
COc1ccccc1NS(=O)(=O)c1cc(NC(=S)NCCN2CCOCC2)ccc1N1CCOCC1	-3.0	14.1	0.6	-0.4	21.9	-21.9	-2.4	-4.4	5.2	0.5
CCC(NC(=O)CCl)c1ccc(C)cc1 (centres undefined)	0.3	-12.1	3.5	-1.6	40.2	-40.2	-2.1	-2.3	4.5	1.4
Cc1nc(SCc2ccccc2)nc2c1CCC2	-0.7	93.4*	4.5	-3.6	3.6	-3.6	16.5	0.4	3.9	0.2
C[C@H](NC(=O)C1CCN(S(=O)(=O)c2ccccc2)CC1)C(=O)NCc1ccco1	-2.9	-6.7	-1.4	-1.5	0.2	-0.2	1.7	-2.7	6.4	2.1
CCn1c(SCC(=O)Nc2ccc(Br)cn2)nnc1C1CC1	-1.7	-3.3	1.3	-2.4	18.7	-18.7	5.0	-16.3	-0.7	1.4
COc1ccc(CCNc2ccc(N3C(=O)CC(C)C3=O)cc2[N+](=O)[O-])cc1OC (centres undefined)	-0.4	-14.5	-0.5	-5.9	-29.0	29.0	-0.1	0.4	-1.6	-1.3
Cc1cc(C(=O)OCC(=O)N2CCc3ccccc32)ccc1[N+](=O)[O-]	-0.9	2.3	-0.1	-1.8	-3.9	3.9	3.3	6.0	1.8	-0.5
Cc1sc2nc(CN3CCCC3)nc(N3CCN(S(=O)(=O)c4cccc(F)c4)CC3)c2c1C	-1.2	25.2	1.1	-0.1	7.5	-7.5	-9.3	-2.7	-1.6	-3.0
N#Cc1ccc(CSc2nnc(-c3cnccn3)o2)cc1	-2.1	26.4	2.6	2.2	-13.2	13.2	.	3.0	-0.2	2.4
CN(C)/C=C1\C(=O)Nc2ccccc21	0.0	0.7	2.1	-0.4	14.0	-14.0	2.6	5.9	2.2	1.1
Cc1ccccc1C(=O)NC1CCN(CC(=O)NCc2ccccc2)CC1	-1.7	-4.9	-1.1	-2.4	15.4	-15.4	3.7	27.8	0.8	-0.2
COc1ccc(CCNC(=O)C2CCCN2C(=O)Nc2ccc(C)cc2)cc1OC (centres undefined)	-0.8	-6.7	-0.1	7.1	3.7	-3.7	-1.4	-1.3	1.7	1.1
CCc1cc(=O)oc2cc(OCC(=O)NCCCn3ccnc3)c(Cl)cc12	-0.4	0.3	2.4	-13.4	-31.2	31.2	-1.0	32.8	3.2	0.8
CCOc1ccc(C(=O)Nc2ccc(Cl)cn2)cc1Cl	-1.9	103.0*	2.9	-0.6	-60.6	60.6	?	-13.0	3.1	0.2
CCNC(=O)NC(=O)C(C)OC(=O)CNS(=O)(=O)c1c(Cl)cc(Br)cc1Cl (centres undefined)	-0.8	4.4	3.6	-2.0	-18.6	18.6	-2.1	3.0	0.0	4.1
COc1ccc(C(=O)/C(=C\c2ccco2)N2C=CC=CC2=C(C#N)C#N)cc1	-0.7	-96.1	.	-8.8	-56.8	56.8	-8.6	-2.2	1.3	-1.5
Cc1cccc(OCC(=O)N/N=C/c2cccn2C)c1	1.2	4.0	4.1	-3.4	33.4	-33.4	1.6	-11.1	2.9	-2.2
CN(C=O)c1ccc(CSc2ccccc2)cc1	0.4	33.1	0.6	1.1	26.7	-26.7	5.5	1.0	.	.
COC(=O)C1=C(C)Nc2ncnn2C1c1ccc(C)o1 (centres undefined)	1.4	2.8	3.6	.	23.3	-23.3	1.2	4.4	3.2	-0.9
Cc1cc(NN)nc(NS(=O)(=O)c2ccccc2)n1	-1.0	-0.5	5.7	5.0	-3.3	3.3	-0.3	-3.4	0.9	-0.6
CCOC(=O)C1(Cc2cccc(OC)c2)CCN(Cc2ccc(OC)c(OC)c2)CC1	-1.3	1.8	3.1	.	14.2	-14.2	-1.5	-1.4	-1.9	0.8
COc1ccc(O)c(C=Nc2cc(NC(C)=O)c(Cl)cc2Cl)c1	-2.0	3.7	2.5	-2.5	-1.9	1.9	-2.1	-8.1	0.6	-0.3
O=C1N(Cc2cccnc2)C[C@@H]2C[C@@H](c3cccc(Oc4ccccc4)c3)N3CCC[C@@]123	-1.2	-5.4	1.5	-5.0	.	.	-1.7	0.5	1.4	-0.4
O=C(CCN1C(=O)c2ccccc2C1=O)Nc1ccccc1C(F)(F)F	0.6	-1.2	-2.1	-0.9	13.8	-13.8	-0.5	-0.1	1.4	0.8

From PubChem
